iPSC survival up = enhancers of single-cell hiPSC survival, primary screen, ATPlite luminescence | survival enhancement, % at 20 µM | AID 602274, 2012 | 100% = ROCK inhibitor wells, 0% = DMSO | 360,000 tested, 0.044% active; in the data active = survival enhancement above about 18%;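 also: cells exposed to compounds for 16 hours before the ATP read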
TRPM1 prom inh = inhibitors of MITF-dependent TRPM1 promoter reporter, primary screen, cell-based, SK-MEL-5, single point, luciferase. SK-MEL-5 TRPM1 promoter luciferase, 24 h. inhibition, % at 12.5 µM. 330,000 tested, 0.83% active;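 active = mean inhibition across replicates of 60% or more, whatever share of single replicates reaches that level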; also: values of inactives mirror those of a sister screen read the other way
NR2E3 ag-1 = NR2E3 agonists in two-hybrid cells, primary screen, cell-based, luminescence, CHO-S, Gal4-NCOR/VP16-NR2E3; inhibition of corepressor binding, % at 3.98 µM; Photoreceptor-specific nuclear receptor (Homo sapiens), Q9Y5X4; 360,000 tested, 0.35% active; AID 602229, 2012; luciferase;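 active = inhibition above the mean of all tested compounds plus 3 SD, cut at about 70% in these data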;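 also: 0% = DMSO with NR2E3 transfected cells and 100% = cells lacking NR2E3 construct; higher means lower luciferase signal from less NR2E3 corepressor binding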
Target sequence (Q9Y5X4 whole entry, looked up, the tested form may be a part): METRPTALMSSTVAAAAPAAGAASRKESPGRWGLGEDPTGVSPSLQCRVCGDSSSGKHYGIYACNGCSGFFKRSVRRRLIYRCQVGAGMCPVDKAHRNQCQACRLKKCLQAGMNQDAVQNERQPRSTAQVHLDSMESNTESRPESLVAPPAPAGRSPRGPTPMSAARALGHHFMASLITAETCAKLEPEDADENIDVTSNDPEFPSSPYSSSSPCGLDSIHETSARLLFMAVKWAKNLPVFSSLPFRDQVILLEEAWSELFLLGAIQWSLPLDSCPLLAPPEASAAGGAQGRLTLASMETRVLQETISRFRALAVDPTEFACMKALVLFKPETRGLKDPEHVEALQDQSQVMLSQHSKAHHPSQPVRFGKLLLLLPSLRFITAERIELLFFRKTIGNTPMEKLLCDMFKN
Peg3 promoter = Peg3 promoter-driven luciferase inhibitors, primary screen, cell-based, HeLa, luciferase luminescence; HeLa PEG-Prom luciferase reporter, overnight; inhibition, % at 20 µM; 360,000 tested, 1.7% active;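 active = inhibition of at least 50% at 20 µM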
Granule exo inh = LAMP-1 surface exposure blockers, TALL-104 cells – cell-based, flow cytometry, MLPCN library, primary screen. TALL-104 LAMP-1 surface exposure; cells stimulated with thapsigargin and PMA. inhibition, % at 10 µM. 360,000 tested, 0.66% active;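 active = inhibition above about 55%, limit read from the data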
Vif inh = HIV Vif self-association inhibitors, primary screen, imaging, HEK293T, single point; HEK293T cells, Vif self-association by quenched fluorescence, 24 h; inhibition, % at 7.49 µM; 340,000 tested, 0.35% active; AID 602346, 2012; in the data active = inhibition above about 50%, passing the limit was not always enough; also: some results filed as inactive read as strong as hits
HIF-2a inh = HIF-2a reporter inhibitors, primary screen, luminescence, 786-0 RCC cells; inhibition, % at 18.8 µM; 360,000 tested, 0.72% active; 786-0 RCC cells HIF-2a reporter, luciferase luminescence, overnight;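 active = inhibition of the luminescence signal of 40% or more relative to plate controls, in a single-dose primary screen at 18.75 µM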
aDG glyco up = activators of alpha-DG glycosylation, primary screen, uHTS, Pro5-aDG cells, AlphaScreen; activation, % at 10 µM; 360,000 tested, 0.22% active; AID 624168, 2012; alpha-DG glycosylation AlphaScreen (IIH6); 0% Pro5, 100% B10-LARGE cell signal;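 active = activation of at least 8% versus controls, or a plate z-score of at least 8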;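 also: Pro5 are CHO cells carrying HIG-tagged alpha-DG that lacks glycosylation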
CaV13 FRET inh = Disruptors of the CACNA1D IQ motif to Ca2+-dependent inactivation inhibitor domain association, primary screening, Förster resonance energy transfer in intact living …; HEK cells, CFP/YFP FRET ICDI-IQ, plate reader, 10 min; percent FRET-ratio fall versus neutral wells; inhibition, % at 12.3 µM; 340,000 tested, 0.098% active; AID 743397;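 active = mean replicate inhibition of at least 30% and at least 1% of replicates passing that level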;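 also: 0% = median of the neutral control wells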
PDI inh = inhibitors of human PDI, primary screen, biochemical, turbidity, single point, plate reader. 350,000 tested, 0.052% active. Protein disulfide-isomerase (Homo sapiens), P07237. AID 588391, 2011. inhibition, % at 10 µM. PDI insulin aggregation turbidity, A650, 90 min;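 active = mean inhibition across replicates of 30% or more, whatever share of single replicates reach that level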;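 also: absorbance from insulin aggregation driven by PDI reduction with DTT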
Target sequence (P07237 whole entry, looked up): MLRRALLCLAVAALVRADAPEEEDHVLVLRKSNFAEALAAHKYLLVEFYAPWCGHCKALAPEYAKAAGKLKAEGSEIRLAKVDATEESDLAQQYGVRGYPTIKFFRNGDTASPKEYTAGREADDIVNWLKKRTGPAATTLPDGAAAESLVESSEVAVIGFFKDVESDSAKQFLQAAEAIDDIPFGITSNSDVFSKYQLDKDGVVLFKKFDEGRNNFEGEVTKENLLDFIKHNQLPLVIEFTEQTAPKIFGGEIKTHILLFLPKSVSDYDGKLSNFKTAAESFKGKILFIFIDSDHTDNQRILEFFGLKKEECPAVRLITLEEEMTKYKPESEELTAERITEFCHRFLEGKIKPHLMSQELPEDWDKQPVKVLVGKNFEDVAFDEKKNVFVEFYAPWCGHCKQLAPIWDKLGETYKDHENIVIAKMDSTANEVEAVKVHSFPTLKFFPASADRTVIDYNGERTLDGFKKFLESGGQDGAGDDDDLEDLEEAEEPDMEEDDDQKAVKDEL
NR2E3 ag-2 = inhibitors of NR2E3-RetCOR corepressor binding, primary screen, NR2E3 agonist project, biochemical, TR-FRET, GST-NR2E3, biotin-RetCOR; 1536-well; inhibition of corepressor binding, % at 4.78 µM; 320,000 tested, 0.12% active; AID 2300, 2010;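 active = percent inhibition above the cutoff of mean plus 3 SD of all tested compounds, set per screening campaign, cut at about 20% in these data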;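 also: 0% = DMSO wells and 100% = biotin wells as full block of FRET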
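System: GST-tagged NR2E3 plus biotinylated RetCOR corepressor; Amount: 1.35 nM GST-tagged NR2E3 final; Dosing: single nominal compound dose of 4.8 µM; Schedule: 5 h incubation at 4 °C; Technique: TR-FRET with europium anti-GST and streptavidin-D2, 340 nm excitation; Controls: biotin wells as high control, 0.6% DMSO wells as low control.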
Numbers without * were called inactive; · = no result given.

compound,iPSC survival up,TRPM1 prom inh,NR2E3 ag-1,Peg3 promoter,Granule exo inh,Vif inh,HIF-2a inh,aDG glyco up,CaV13 FRET inh,PDI inh,NR2E3 ag-2
Cc1nn(C)c(C)c1C(C)NC(=O)c1ccc(OC2CCN(Cc3ccccn3)CC2)cc1 (stereo unspecified),-0.4,14,12,-4,-2,1,6,1.4,-4,0,2
COc1ccc(NC(=O)c2cc(C(C)C)on2)c(OC)c1,-0.7,-48,-86,-317,-2,·,-234,0.1,-7,0,0
O=C(Nc1ccc(OCc2ccccc2)cc1)Nc1cccnc1,-0.6,2,16,-48,3,-4,-77,0.0,-3,13,0
O=C1CCCN1CCCN1CC(C(=O)N(CCO)Cc2ccccc2)CCC1=O (stereo unspecified),-0.5,-13,-14,3,-2,2,4,0.4,-6,2,-2
COc1cc(C(=S)N2CCCC2)ccc1OS(=O)(=O)c1ccc(NC(C)=O)cc1,-1.8,10,8,12,-5,-17,14,0.1,-4,8,1
Cc1cc(C(=O)NCCN2CCOCC2)ccc1[N+](=O)[O-],0.4,-7,1,3,-2,0,-2,-0.1,-5,2,3
COc1cccc(NC(=O)CN(C)C(=O)CSc2nc(C)cc(C)n2)c1,-1.4,5,-12,8,-3,·,10,0.1,-2,-6,1
CN1C(=O)CC(N2CCC(C(N)=O)(N3CCCCC3)CC2)C1=O (stereo unspecified),-1.1,-5,12,-1,-2,10,6,-0.1,-4,6,2
BrC(=C\c1ccccc1)/C=N/Nc1ccc2nncn2n1,-0.8,1,-7,-44,10,10,-96,0.1,-3,0,0
COCCNc1nc(N)c([N+](=O)[O-])c(NCc2ccccc2)n1,0.7,-3,-19,25,-15,-13,4,-0.1,-17,-3,·
O=C(NNC(=O)c1ccc(Br)s1)NC1CCCCC1,0.7,-5,-17,3,-3,-1,0,0.0,-2,-10,·
C[C@H](NC(=O)N1CCn2c1nc1ccccc12)C(=O)NC1CC1,-0.5,4,-31,1,-1,-4,4,0.3,-2,13,-3
Cc1ccccc1-c1nnc(SCC(=O)Nc2cccc(C)c2C)o1,3.9,-10,-10,-77,0,4,-89,0.0,-4,-7,-2
Cc1ccc(Cn2ccc(NC(=O)c3cc(C(C)C)on3)n2)cc1,3.8,·,-15,-75,8,8,-120,0.0,-4,·,0
COC(=O)c1ccc(/C=N/NC(=O)c2ccc3nc[nH]c3c2)cc1,0.1,-16,-7,-23,4,-2,-33,-0.1,-2,-5,5
CC1=C(C(=O)N(C)C)CC(CC(=O)NCCCCc2ccccc2)C(=O)N1Cc1ccccc1 (stereo unspecified),1.2,·,-22,-13,3,-2,-2,0.0,-5,4,·
CC1(C(=O)Nc2ccc3c(c2)OCO3)CCN1C(=O)CCC1CCCC1 (stereo unspecified),7.1,·,-1,-11,-6,3,-32,-0.2,-5,7,·
Cc1cc(C(F)(F)F)nc(SCC(=O)NC2CC3CCC2C3)n1 (stereo unspecified),-0.1,0,-16,0,-2,7,25,0.0,·,1,-1
Cc1cc(OCC(=O)Nc2cccc(S(=O)(=O)NC3=NCCCCC3)c2)ccc1Cl,-0.3,0,-24,-1,4,-5,-70,-0.1,-3,-17,4
CC12CCC3c4ccc(OCC(=O)O)cc4CCC3C1CCC2=O (stereo unspecified),1.2,1,-9,1,-32,14,16,-0.3,-8,29,·
Cc1cc(C)c(NC(=O)Cn2cc3c(n2)CCCC3)c(C)c1,2.4,1,-10,2,-5,0,-6,0.7,-5,·,-1
COc1cc(SC)ccc1C(=O)N1CCN(S(=O)(=O)/C=C/c2ccccc2)CC1,-0.4,1,30,12,-2,-8,6,0.1,2,-15,1
CCS(=O)(=O)Nc1ccc(C2=NN(C(=O)c3ccccc3)C(c3cccs3)C2)cc1 (stereo unspecified),-0.1,18,-17,30,3,-4,3,-0.2,-1,-6,-1
COc1ccc(C)cc1Nc1nc(N)c2cc(OC)c(OC)cc2n1,-0.6,74*,-17,84*,18,-10,8,0.4,·,1,-1
CCC1Oc2ccc(C)cc2N(CC(=O)NCc2ccccc2OC)C1=O (stereo unspecified),-3.0,5,-5,7,0,-2,-1,0.0,-4,5,0

Compound profiles (already shown):
COC(=O)c1ccc(/C=N/NC(=O)c2ccc3nc[nH]c3c2)cc1 reads iPSC survival up: 0.1; TRPM1 prom inh: -16; NR2E3 ag-1: -7; Peg3 promoter: -23; Granule exo inh: 4; Vif inh: -2; HIF-2a inh: -33; aDG glyco up: -0.1; CaV13 FRET inh: -2; PDI inh: -5; NR2E3 ag-2: 5
CCC1Oc2ccc(C)cc2N(CC(=O)NCc2ccccc2OC)C1=O (stereo unspecified) reads iPSC survival up: -3.0; TRPM1 prom inh: 5; NR2E3 ag-1: -5; Peg3 promoter: 7; Granule exo inh: 0; Vif inh: -2; HIF-2a inh: -1; aDG glyco up: 0.0; CaV13 FRET inh: -4; PDI inh: 5; NR2E3 ag-2: 0
COc1cc(C(=S)N2CCCC2)ccc1OS(=O)(=O)c1ccc(NC(C)=O)cc1 reads iPSC survival up: -1.8; TRPM1 prom inh: 10; NR2E3 ag-1: 8; Peg3 promoter: 12; Granule exo inh: -5; Vif inh: -17; HIF-2a inh: 14; aDG glyco up: 0.1; CaV13 FRET inh: -4; PDI inh: 8; NR2E3 ag-2: 1

Following part
compound,iPSC survival up,TRPM1 prom inh,NR2E3 ag-1,Peg3 promoter,Granule exo inh,Vif inh,HIF-2a inh,aDG glyco up,CaV13 FRET inh,PDI inh,NR2E3 ag-2
Cc1cc(C)cc(N(CC(=O)Nc2c(C)n(C)n(-c3ccccc3)c2=O)S(C)(=O)=O)c1,0.5,8,-2,3,0,-2,2,2.6,-4,-10,1
O=C1c2cccc(OCC(=O)N3N=C(c4cccs4)CC3c3ccc(F)cc3)c2CCN1Cc1cccnc1 (stereo unspecified),-1.5,6,-21,13,-8,-10,3,0.1,-6,-1,-3
OC(C#CCN1CCOCC1)(c1ccccc1)C1CCCCC1 (stereo unspecified),0.8,-3,-25,9,2,6,19,-0.2,-1,-22,1
COc1cccc(-c2nc(C(N)=O)c3[nH]c(=O)n(-c4cccc(Cl)c4)c3n2)c1OC,-0.3,-12,2,11,1,13,9,-0.1,-7,-8,3
O=C(CCNC(=O)c1ccccc1Cl)Nc1cccc(S(=O)(=O)N2CCCCC2)c1,-0.4,8,-30,-3,-1,4,16,0.0,-3,0,·
CCCCCc1c(CC)ncn1CCc1ccccc1OC,-1.0,·,22,·,15,·,-28,0.0,-5,·,·
Cc1ccc(C)c(N2CCN(C(=O)C3CCCN(c4ncnc5c4nc4n5CCCCC4)C3)CC2)c1 (stereo unspecified),-0.1,17,-30,34,3,-12,21,0.4,-3,1,1
Cc1cccc(OCc2nnc(SCC(=O)Nc3ccc(N4CCOCC4)cc3)o2)c1,-0.2,5,-10,-1,-8,-7,-8,-0.1,-5,11,2
Cc1cccc(C)c1N(CC(=O)N1CCOCC1)S(C)(=O)=O,0.0,14,-26,-3,3,-3,13,-0.2,-19,2,0
CCC(=O)c1ccc(N2CCN(C(=O)c3cc([N+](=O)[O-])ccc3N3CCN(C)CC3)CC2)c(F)c1,2.8,-2,-5,-11,3,-3,10,-0.3,-3,-9,1
CC(OC(=O)CN1C(=O)c2ccccc2C1=O)C(=O)NC1(C#N)CCCCC1 (stereo unspecified),0.2,-24,15,-5,-1,-3,7,0.0,-2,5,2
CC1(C)C2CCC(CN=C(N)CSS(=O)(=O)O)C1C2 (stereo unspecified),2.0,·,28,-9,-8,-2,17,0.3,-6,-9,·
CC(=O)OCc1c(C(F)(F)F)nn(C)c1Oc1ccccc1,5.7,3,-2,11,-2,-5,20,-0.2,-3,0,4
Cc1ccc(C(=O)OCc2nnc(-c3ccc(Br)cc3)o2)cc1,-0.3,-7,4,-10,0,-2,-10,-0.1,0,2,-2
O=C(NNC(=O)c1cc2ccccc2cc1O)Nc1ccccc1F,0.0,-4,-37,-37,1,-10,-58,-0.1,·,-9,2
O=C(Cc1ccccc1[N+](=O)[O-])N/N=C/c1cccnc1,0.5,3,-1,13,1,-4,4,-0.3,-9,-2,2
Cc1ccc(C)c(/C(O)=C2\C(=O)C(=O)N(CCCn3ccnc3)C2c2ccncc2)c1 (stereo unspecified),-1.9,4,10,9,-3,20,9,0.2,-5,9,-1
O=C(/C=C/c1cccc(F)c1)Nc1cc(S(=O)(=O)N2CCOCC2)ccc1N1CCCC1,-0.7,2,-2,-12,2,-2,11,0.0,-17,-7,-1
CCn1c(Cc2ccccc2)nnc1SCc1ccc([N+](=O)[O-])cc1,0.6,3,-9,20,-1,25,3,-0.1,9,4,1
CCCCNC(=O)CC1Nc2ccccc2NC1=O (stereo unspecified),1.1,-10,-5,-4,-4,·,3,0.1,-8,-9,8
CCCOc1ccc(S(=O)(=O)NCCN2CCOCC2)c2ccccc12,6.4,10,2,16,2,6,12,0.0,0,-4,5
COC(=O)N/N=C/c1c[nH]c2ccccc12,2.8,15,-8,-1,-5,1,0,-0.2,-3,4,-1
CN(C)CCNC=C(C(=O)Nc1ccc(Cl)cc1Cl)C(=O)Nc1ccc(Cl)cc1Cl,-1.3,19,-1,91*,-4,7,4,-0.9,-2,-5,2
O=C(NCCN1CCOCC1)c1ccccc1N1C(=O)[C@@H]2Cc3c([nH]c4ccccc34)C(c3ccc(F)cc3)N2C1=O (stereo partly specified),-1.1,12,-6,19,2,3,4,0.1,·,·,0
COc1ccc(N2CC(NS(=O)(=O)c3ccc(F)cc3)CC2=O)cc1 (stereo unspecified),-0.3,-6,-2,-8,-3,-10,12,0.8,-6,5,-1
O=C(Nc1ccccc1Cl)c1c(F)c(F)c(F)c(F)c1F,0.6,-9,7,8,3,0,29,1.9,-4,8,3
C/C(CC(=O)NC(C)(C)C)=N\NC(=O)COc1ccc(C)cc1Br,2.1,-1,22,13,-1,-2,8,-0.4,-1,19,-1
COc1ccc(NC(=O)c2ccccc2CC[N+](=O)[O-])cc1,2.5,9,-11,-6,1,-7,-23,-0.1,-5,-3,-4
O=S(=O)(NCc1ccccc1)c1ccc(S(=O)(=O)N(Cc2cccs2)CC2CCCO2)cc1 (stereo unspecified),-0.8,6,0,17,-2,·,0,-0.1,-4,-7,-2
Cc1c(NC(=O)c2nn3c(C(F)(F)F)cc(-c4ccccc4)nc3c2Br)c(=O)n(-c2ccccc2)n1C,0.8,5,19,3,-1,-6,-2,-0.1,-3,-4,-1

Screening data: PubChem BioAssay, several laboratories

The order is random; 3.5% or so of the library scored in one or more.
